Screening results from PubChem BioAssay.
V-ATPase pHluor: regulators of yeast V-ATPase proton transport. S. cerevisiae, pHLuorin cytosolic pH fluorescence. response, % at 10 µM. actives 0.37% (n = 350,000). AID 504577; in the data active = response mostly above about 7.3%, no sharp cut-off; inactive = mostly below about 5.4%; also: actives read high; inactives centre near 0; some compounds called inactive have numbers as strong as hits; reference of the scale not given here
CAL PDZ FP-1: human CAL PDZ-peptide interaction inhibition; inhibition, % at 20 µM; purified CAL PDZ, TMR-peptide fluorescence polarization, 1 h; AID 504414; actives 0.02% (n = 330,000);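 active = highest replicate inhibition of at least 40%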;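 also: plate controls were DMSO neutral control wells for no effect and unlabeled competitor peptide control wells for full effect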
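material = purified tagged CAL PDZ domain construct (CerCALP) | compound dosing = 20 µM, one dose | times = 1 h at RT | measured by = fluorescence polarization from S- and P-plane intensities, G-factor corrected | read-out = inhibition from polarization loss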
CDK5 p35 inh: inhibitors of human CDK5/p35 kinase; inhibition, % at 10 µM; Q00535+Q15078; actives 0.01% (n = 330,000); Recombinant CDK5/p35, ADP-Glo luminescence, 60 min;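 active = highest replicate inhibition of at least 50% and at least 75% of replicates reaching 50%; inconclusive = only one of the two criteria met; inactive = both criteria failed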;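 also: plate controls were DMSO neutral control for no effect and GW8510 at 10 µM for full effect; many of its hits are not listed in these tables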
Target sequence (Q00535 whole entry, looked up): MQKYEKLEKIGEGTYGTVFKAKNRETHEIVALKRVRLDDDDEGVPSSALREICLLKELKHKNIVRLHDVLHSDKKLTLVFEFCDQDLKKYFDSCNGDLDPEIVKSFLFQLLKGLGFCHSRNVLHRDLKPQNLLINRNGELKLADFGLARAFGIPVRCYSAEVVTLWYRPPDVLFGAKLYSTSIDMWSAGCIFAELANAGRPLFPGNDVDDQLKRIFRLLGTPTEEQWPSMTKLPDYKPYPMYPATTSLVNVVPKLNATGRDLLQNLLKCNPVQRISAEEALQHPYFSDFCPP
Target sequence (Q15078 whole entry, looked up): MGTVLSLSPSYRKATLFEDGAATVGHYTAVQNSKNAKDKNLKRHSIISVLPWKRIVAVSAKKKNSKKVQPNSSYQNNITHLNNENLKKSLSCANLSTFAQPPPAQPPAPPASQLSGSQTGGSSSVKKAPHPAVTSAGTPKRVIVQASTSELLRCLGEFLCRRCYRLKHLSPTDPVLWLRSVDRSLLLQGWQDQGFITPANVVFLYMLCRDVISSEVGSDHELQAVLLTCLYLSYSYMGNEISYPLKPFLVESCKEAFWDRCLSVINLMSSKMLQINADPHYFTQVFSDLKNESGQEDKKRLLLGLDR
CAL PDZ FP-2: blocks peptide binding to the human CAL PDZ domain. Q9HD26. purified CAL PDZ, TMR-peptide fluorescence polarization, 1 h. inhibition, % at 24.9 µM. actives 0.92% (n = 300,000). AID 602252;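 active = mean inhibition of at least 30% with at least half of replicates also reaching 30%; inconclusive = no clear call, values can overlap the other calls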;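 also: 0% = DMSO neutral control and 100% = excess unlabeled competitor peptide PRC23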
dFosB act: activators of mouse delta FosB homodimer; P13346; activation, % at 25 µM; actives 0.99% (n = 340,000); purified delta FosB, TAMRA-CDK5 oligo fluorescence polarization; percent of positive-control signal above neutral wells;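 active = mean activation above about 17%, with every replicate also reaching it, limit read from the data, passing the limit was not always enough; inconclusive = only one of the two conditions met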;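 also: fluorescence polarization rise as delta FosB binds a TAMRA Cdk5 AP-1 oligo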
MITF TRPM1 HTS: increases MITF-driven TRPM1 promoter luciferase signal | actives 0.75% (n = 300,000) | AID 588334 | activation, % at 12.5 µM | SK-MEL-5 TRPM1-promoter luciferase, 24 h; % of positive control, neutral wells = 0;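 active = mean activation of at least 80% with every replicate also reaching 80%; inconclusive = mean reaches 80% but some replicate falls short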;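 also: 0% = neutral control wells and 100% = parthenolide positive control wells; values of inactives mirror those of a sister screen read the other way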
cardiac RTF act: cardiac RTF calcium sensitization; P19429+P45379; IANBD-labeled TnC RTF fluorescence at EC20 calcium; 0% EC20 calcium, 100% full calcium; activation, % at 7.2 µM; actives 0.24% (n = 340,000);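 active = activation above the mean over all tested compounds plus 3 SD, cut at about 30% in these data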;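 also: rise in fluorescence read as greater calcium sensitivity of cardiac thin filaments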
Rtt109 Vps75: C. albicans Rtt109 histone acetyltransferase inhibition. inhibition, % at 34.9 µM. purified Rtt109/Vps75, ThioGlo CoA-SH fluorescence, 4 h. Q5AAJ8. actives 0.16% (n = 330,000). AID 540336;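 active = inhibition of at least 50% in every replicate; inconclusive = best replicate reaches 50% inhibition but some replicates fall short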
Target sequence (Q5AAJ8 whole entry, looked up): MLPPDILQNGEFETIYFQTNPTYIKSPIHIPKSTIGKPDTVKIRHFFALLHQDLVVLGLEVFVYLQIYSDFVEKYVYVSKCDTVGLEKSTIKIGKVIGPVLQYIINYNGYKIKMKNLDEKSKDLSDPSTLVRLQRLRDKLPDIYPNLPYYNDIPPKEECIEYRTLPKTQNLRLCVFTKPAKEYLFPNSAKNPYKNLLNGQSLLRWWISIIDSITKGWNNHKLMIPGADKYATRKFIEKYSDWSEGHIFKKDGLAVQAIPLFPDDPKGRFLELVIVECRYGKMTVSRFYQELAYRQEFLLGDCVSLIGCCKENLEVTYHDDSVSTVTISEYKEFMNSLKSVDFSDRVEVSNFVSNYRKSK
Tat export inh: blocks Tat-dependent protein export in E. coli; E. coli MC4100 TorA-mCherry Tat export, fluorescence; inhibition, % at 10 µM; actives 0.036% (n = 340,000); AID 488895;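 active = mean replicate inhibition at least 50% and at least half of replicates individually reaching 50%; inconclusive = only one of the two criteria met; inactive = neither criterion met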;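 also: exported cargo escapes ClpAP degradation while cytoplasmic cargo is degraded and loses fluorescence; 0% = median of neutral control wells and 100% = median of NaSCN control wells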
Wnt act: Wnt/beta-catenin pathway activation; Wnt/beta-catenin reporter cell assay, activator, plate reader; actives 1.2% (n = 300,000); activation, % at 9.35 µM; in the data active = activation above about 30%, passing the limit was not always enough; inconclusive = no clear call, values can overlap the other calls;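 also: 0% = neutral control wells and 100% = positive control wells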
An asterisk follows results filed as active; ? = inconclusive; nt = not tested or not shown. Rows were taken by chance. Share with any hit: about 4.1%.

SMILES	V-ATPase pHluor	CAL PDZ FP-1	CDK5 p35 inh	CAL PDZ FP-2	dFosB act	MITF TRPM1 HTS	cardiac RTF act	Rtt109 Vps75	Tat export inh	Wnt act
Cc1ccc(NC(=O)c2sccc2-n2cccc2)c(Cl)c1	2.4	-2.4	-4.4	-0.3	2.6	1.8	-2.5	nt	35.5	4.0
CCNc1nc2c(c(=O)n(C)c(=O)n2C)n1CCCc1ccccc1	-0.9	-5.9	-0.3	-2.9	-14.0	-16.9	-2.4	1.9	1.1	-1.9
O=C(O)C1CCCN1S(=O)(=O)c1ccc(Br)s1 (configuration not stated) (tested in a mixture with another compound)	3.9	-0.3	-0.6	-4.6	-2.7	-4.4	3.2	-8.8	-2.8	-1.0
COC(=O)c1ccc(Cl)c(NC(=O)Cc2ccccc2[N+](=O)[O-])c1	-2.7	-0.9	-2.0	-0.8	0.5	-20.6	2.9	-10.1	8.9	nt
O=S(=O)(c1ccc(NC(=S)N2CCN(c3ccc(O)cc3)CC2)cc1)N1CCOCC1	-1.7	-0.4	0.1	3.0	-8.5	-4.0	nt	2.0	-1.5	0.8
O=[N+]([O-])c1cc(Br)c(O)c(/C=N/Nc2nc3ccccc3s2)c1	1.4	-1.7	-0.4	0.0	-9.2	-12.4	3.8	-5.6	-0.5	8.4
Cc1cccc(N2C(=O)/C(=C\c3ccc(C(=O)O)cc3)c3ccccc3C2=O)c1	1.1	1.2	0.1	-2.0	-6.4	-9.0	4.8	-9.7	-0.7	-0.6
CN(CCc1ccccn1)C(=O)Nc1cccc(Cl)c1	-0.9	0.2	-0.4	7.9	-3.0	9.3	-4.0	1.5	-0.4	-1.9
Cc1ccc(NC(=O)CCNS(=O)(=O)c2ccc3c(c2)oc(=O)n3C)cc1	0.8	-0.6	-1.7	1.9	3.0	-3.1	2.9	-6.7	-1.5	-3.8
c1ccc(N2OCC3Cn4c(nc5ccccc54)C32)cc1 (configuration not stated)	0.8	0.1	-0.4	-3.4	-16.0	-10.5	0.4	-5.7	12.2	18.7
CCc1ccc(S(=O)(=O)Nc2c(C)n(C)n(-c3ccccc3)c2=O)cc1	6.3	2.5	-0.1	-2.4	-1.0	2.1	1.2	-0.5	-3.0	-2.8
CCCSc1ccc([C@@H]2[C@H]3C(=O)N(CC)C(=O)[C@H]3[C@]3(C(=O)OC)CCCN23)cc1	0.9	-1.0	-0.3	-3.4	8.8	-7.6	1.5	8.0	0.7	3.4
N#Cc1c(N)nc2c(c1-c1ccccc1)CCCC2	0.8	-1.4	0.0	-4.4	-4.5	0.5	2.3	0.6	-4.0	-2.2
COc1ccc(C(=O)NCc2nnc(SC)n2Cc2ccccc2)cc1	12.1	0.5	0.6	8.4	-4.1	0.4	0.7	-2.7	-5.6	-0.1
COc1ccc(C)cc1NC(=O)CSc1nc2scc(C)c2c(=O)[nH]1	1.3	-0.8	-0.9	-3.1	3.0	-13.3	1.8	-1.2	-6.8	-0.4
O=C(c1ccco1)N1CCCC(N2CCN(c3cccc(C(F)(F)F)c3)CC2)C1 (configuration not stated)	1.1	-0.8	-0.5	0.6	-18.1	1.8	2.3	-1.6	0.8	-2.4
O=C(CCCC(=O)Nc1cccc(Br)c1)N/N=C/c1cc([N+](=O)[O-])ccc1O	4.0	-0.5	-0.3	-2.4	-1.6	9.0	3.3	-1.2	2.4	0.3
C[n+]1c(-c2ccc(C=NNC(=O)c3ccc(C(=O)NN=Cc4ccc(-c5cn6ccccc6[n+]5C)cc4)cc3)cc2)cn2ccccc21	3.0	-10.8	3.4	-7.6	-220.6	nt	2.4	4.5	50.4*	2.3
Clc1ccc(-c2c[n+]3c(n2-c2ccccc2)SCC3)cc1	1.9	-0.6	-0.1	-4.0	-15.3	-6.7	-4.8	-0.1	2.8	1.6
CNC(=S)NNC(=O)c1sccc1OCc1ccc(C)cc1	-0.8	-1.2	-0.5	-5.3	4.8	nt	0.3	-3.8	6.5	nt
O=C(C1CC1)N1CCc2cc(Br)cc(S(=O)(=O)N3CCOCC3)c21	-4.9	-0.3	-2.3	-3.7	-10.8	nt	0.6	9.9	-1.9	nt
Cc1ccc(CS(=O)(=O)Cc2ccc(C(=O)NCc3cccnc3)o2)cc1	3.7	1.0	0.2	2.3	-4.3	-1.5	0.8	-0.4	13.1	nt
Cc1nc2sccn2c(=O)c1S(=O)(=O)NCCc1ccccc1	0.0	0.2	2.9	nt	-9.8	nt	3.1	0.7	-0.1	-1.9
CCOC(=O)c1c(N)nn(C(=O)c2ccccc2F)c1-c1ccc(OC)cc1	-3.2	-1.5	0.4	-8.2	-11.5	-6.3	1.1	-1.9	0.3	-1.2
CCC(C)NS(=O)(=O)c1ccc(OCC(=O)NCc2ccccn2)cc1 (configuration not stated)	-1.9	1.4	0.0	1.7	-6.3	-10.0	8.9	-1.0	2.7	-0.9
The list goes on.
SMILES	V-ATPase pHluor	CAL PDZ FP-1	CDK5 p35 inh	CAL PDZ FP-2	dFosB act	MITF TRPM1 HTS	cardiac RTF act	Rtt109 Vps75	Tat export inh	Wnt act
CC(C)CNC(=O)CSc1nc(-c2cccs2)cc(C(F)(F)F)n1	0.4	-1.3	-1.4	0.8	0.4	5.4	-8.4	-13.4	-2.5	-6.1
Cc1nnc(NC(=O)CC(CN(C)S(=O)(=O)c2ccccc2)c2ccccc2)s1 (configuration not stated)	-3.6	-1.6	-3.1	nt	-9.9	nt	-1.1	-29.1	3.8	-1.7
Cc1cccc(C)c1-n1c(C)nn(CC#N)c1=O	0.4	-1.2	-0.6	5.6	-12.2	5.0	5.6	-1.8	-4.8	2.4
O=C(NCCCN1CCOCC1)C(C(=O)NCCCN1CCOCC1)c1ncc(C(F)(F)F)cc1Cl	3.6	-1.9	-1.7	-4.3	-1.9	-0.9	0.9	2.8	-4.0	-0.9
CCN1CCN(Cc2cc(=O)oc3ccc(C)cc23)CC1	-1.6	-1.1	-0.5	-7.8	11.2	5.0	3.6	2.1	-3.8	-1.5
[O-][n+]1c2cc(C(F)(F)F)ccc2c2n1CCN=C2c1ccc(Cl)cc1	-5.2	-0.8	-0.1	0.8	4.8	-13.0	4.6	14.3	2.0	1.6
Cc1cc(C)cc(C(=O)NCCN2CCOCC2)c1	-2.2	0.5	1.6	-1.4	2.6	nt	11.2	-1.2	-2.0	2.2
O=C(Cc1ccc(Cl)c(Cl)c1)Nc1ccccc1N1CCCC1	0.1	-1.7	-1.7	nt	-9.5	-12.1	-3.0	-3.2	-1.6	-1.5
COc1cc2ccccc2cc1C(=O)N(CCN(C)C)c1nc2c(OC)ccc(OC)c2s1	2.4	-0.6	-7.0	2.8	?	-12.4	0.1	20.3	-5.1	-7.2
CCCCOc1ccc(C2/C(=C(\O)c3ccc4c(c3)OCCO4)C(=O)C(=O)N2CCCN2CCOCC2)cc1 (configuration not stated)	5.2	0.9	0.6	0.9	-6.1	-5.7	1.8	10.4	-5.7	1.7
Cc1ccc2c(c1)N(C(=O)CCC(=O)NC1CCN(Cc3ccccc3)CC1)CC(C)O2 (configuration not stated)	0.5	-0.3	2.4	nt	0.1	1.1	-2.2	-11.0	9.6	-2.3
O=c1c2ccccc2nc2ccc(N3CCOCC3)nn12	-3.7	-0.2	0.0	-3.5	-13.7	46.4	-1.8	7.1	-1.1	?
O=C(CCNC(=O)c1ccc(Br)cc1)NCc1ccncc1	-3.0	-2.4	-1.6	2.1	4.8	-7.0	4.1	8.2	1.6	-0.3
Cc1ccc(Cn2c(C3CCCN3c3nc(C)cs3)nc3cc(C(F)(F)F)ccc32)cc1 (configuration not stated)	-1.1	-0.6	-2.1	-2.1	-1.5	-4.6	6.6	2.0	9.1	nt
N#Cc1ccc(CSC2=NCCN2)cc1	2.0	0.3	-0.4	-4.0	1.4	-6.4	-2.6	-15.6	9.1	0.0
COc1ccc(OC)c(NC(=O)CC2C(=O)NCCN2C(=O)Nc2cccc(Cl)c2)c1 (configuration not stated)	-0.5	nt	0.0	-7.0	-0.4	7.6	4.0	16.3	9.7	10.1
Nn1c(SCC(=O)Nc2ccc3c(c2)OCO3)nnc1-c1cccc(Cl)c1	-0.5	0.5	-7.2	-0.8	13.2	nt	-1.7	6.8	28.8	nt
COCCNC(=S)N(Cc1cccs1)Cc1cc2cccc(C)c2[nH]c1=O	1.0	-1.8	-0.1	2.1	-11.8	-22.0	2.1	3.0	4.3	-0.1
CC(CC(=O)O)NCC1COc2ccccc2O1 (configuration not stated)	1.5	-1.2	0.6	0.2	0.6	-8.9	-1.2	1.0	-0.5	3.9
O=C(/C=C/c1ccccc1)COC(=O)c1ccccc1	5.4	-0.7	0.8	8.8	-4.0	6.7	1.0	-7.7	-10.6	-4.7
CCCCC(CC)CNC(=O)CN1C(=O)NC2(CCc3ccccc32)C1=O (configuration not stated)	-1.3	0.6	0.8	nt	-7.9	5.3	9.3	5.7	11.3	0.1
CN1CCN(C(=O)CSc2nc(-c3ccncc3)ccc2C#N)CC1	1.3	-1.7	-0.3	5.2	-10.8	-4.0	2.2	2.1	-7.5	nt
CC1CCC(N2CCN(S(C)(=O)=O)CC2)CC1 (configuration not stated)	-3.6	-1.3	-1.1	-0.6	3.2	nt	0.4	4.0	3.3	nt
CCOC(=O)C1=C(C)NC(=O)NC1c1ccc(N(C)C)cc1 (configuration not stated)	-2.7	-0.5	0.6	nt	0.2	-12.5	-7.3	5.2	0.3	-1.4
O=C(CN(Cc1ccco1)C(=O)c1ccccc1F)Nc1ccccc1C(F)(F)F	-2.1	-1.3	-1.4	-3.2	-9.1	9.6	-1.2	0.3	?	2.3

Exported with two lines to a compound: 3 of the compounds above
Each structure is followed by: V-ATPase pHluor | CAL PDZ FP-1 | CDK5 p35 inh | CAL PDZ FP-2 | dFosB act | MITF TRPM1 HTS | cardiac RTF act | Rtt109 Vps75 | Tat export inh | Wnt act
- Cc1nnc(NC(=O)CC(CN(C)S(=O)(=O)c2ccccc2)c2ccccc2)s1 (configuration not stated)
  -3.6 | -1.6 | -3.1 | nt | -9.9 | nt | -1.1 | -29.1 | 3.8 | -1.7
- Cc1cccc(C)c1-n1c(C)nn(CC#N)c1=O
  0.4 | -1.2 | -0.6 | 5.6 | -12.2 | 5.0 | 5.6 | -1.8 | -4.8 | 2.4
- O=C(NCCCN1CCOCC1)C(C(=O)NCCCN1CCOCC1)c1ncc(C(F)(F)F)cc1Cl
  3.6 | -1.9 | -1.7 | -4.3 | -1.9 | -0.9 | 0.9 | 2.8 | -4.0 | -0.9
